STK33 inh = STK33 kinase inhibitors, primary screen, biochemical, luminescence, ADP-Glo, MBP substrate. Serine/threonine-protein kinase 33 (Homo sapiens), Q9BYT3. inhibition, % at 12.5 µM. actives 0.44% (n = 27,000). AID 2322, 2010; in the data active = inhibition above about 20%
Target sequence (Q9BYT3 whole entry, looked up): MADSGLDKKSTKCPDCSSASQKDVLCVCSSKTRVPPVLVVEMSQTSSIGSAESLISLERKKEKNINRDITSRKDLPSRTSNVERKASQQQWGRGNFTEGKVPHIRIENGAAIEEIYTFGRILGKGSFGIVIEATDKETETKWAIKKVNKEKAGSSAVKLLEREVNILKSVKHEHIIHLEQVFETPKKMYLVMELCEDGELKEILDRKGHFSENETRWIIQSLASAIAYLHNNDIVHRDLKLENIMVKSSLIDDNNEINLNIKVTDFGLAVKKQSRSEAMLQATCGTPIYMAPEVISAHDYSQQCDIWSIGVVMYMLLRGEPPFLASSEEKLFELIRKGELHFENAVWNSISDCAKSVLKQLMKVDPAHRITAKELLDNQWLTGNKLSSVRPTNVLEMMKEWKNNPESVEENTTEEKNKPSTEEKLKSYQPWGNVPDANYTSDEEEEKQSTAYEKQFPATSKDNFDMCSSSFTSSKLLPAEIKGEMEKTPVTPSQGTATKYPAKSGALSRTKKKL
p53 PUMA act = mutant p53 pathway re-activators, primary screen, cell-based, SW480, luciferase, single point, HTS. SW480 PUMA-promoter luciferase, p53 mutant reactivation. activation, % at 9.98 µM. actives 1.5% (n = 28,000); in the data active = activation above about 52%
* marks the source's active call; other numbers are inactive results; / = not tested or not shown; & = joins results of further samples. An excerpt; the hit share may differ from the screen's.

smiles	STK33 inh	p53 PUMA act
C[C@H]1CCCCO[C@@H](CN(C)S(=O)(=O)c2ccccc2)[C@@H](C)CN([C@@H](C)CO)C(=O)c2cc(N(C)C)ccc2O1	/	-1
O=C(CSc1nc2ccccc2c(=O)n1-c1cccc(Cl)c1)Nc1cccc(Cl)c1	-5	-9
CCn1c(SCC(=O)c2ccc(C)cc2)nnc1-c1ccncc1	-3	16
CNC[C@@H]1Oc2c(NS(C)(=O)=O)cccc2C(=O)N([C@H](C)CO)C[C@H]1C	/	-5
C[C@@H]1CN([C@H](C)CO)C(=O)c2cccc(NS(=O)(=O)c3cccs3)c2O[C@H]1CN(C)Cc1ccc(-c2ccccc2)cc1	/	0
CC(=O)N(C)C[C@@H]1Oc2cc(-c3ccccc3C)ccc2S(=O)(=O)N([C@H](C)CO)C[C@@H]1C	/	-12
C[C@H](CO)N1C[C@H](C)[C@@H](CN(C)S(C)(=O)=O)OCc2cn(nn2)CCCC1=O	-3	/
COc1ccc(-c2nnc3c4ccccc4c(C)nn23)cc1S(=O)(=O)NCC1CCCO1 (configuration not stated)	-4	6
O=C(CCCN1C(=O)c2cccc3cccc(c23)C1=O)Nc1ccccc1C(F)(F)F	-2	-8
O=S(=O)(Nc1ncccn1)c1ccc(NC(=S)N2CCN(c3ncccn3)CC2)cc1	-3	-1
C[C@@H]1CN([C@@H](C)CO)C(=O)Cc2cc(NC(=O)Nc3ccc(C(F)(F)F)cc3)ccc2O[C@@H]1CN(C)S(C)(=O)=O	2	/
CCCCCc1ccc(/C=C/C(=O)Nc2ccccc2C(=O)O)cc1	-6	36
O=C(Nc1ccc(Cc2ccc(O)c(NC(=O)c3ccccc3F)c2)cc1O)c1ccccc1F	1	-5
CN1C(=O)c2ccccc2-n2c(nc3ccccc3c2=O)[C@@]12O[C@H]2c1ccccc1	-2	-35
Cc1ccc(CN(C)C[C@@H]2OCc3cn(nn3)CCCC(=O)N([C@@H](C)CO)C[C@@H]2C)cc1	1	/
C[C@H]1CCCCO[C@H](CN(C)Cc2ccc(C(=O)O)cc2)[C@@H](C)CN([C@@H](C)CO)C(=O)c2cc(NS(=O)(=O)c3ccc(Cl)cc3)ccc2O1	/	5
Cc1ccc(N(C(C)C(=O)Nc2ccccc2C(=O)N2CCOCC2)S(C)(=O)=O)cc1C (configuration not stated)	-2	-13
COc1ccc(NC(=O)N(C)C[C@H]2OCCCC[C@@H](C)Oc3ccc(NC(=O)c4ccccc4)cc3C(=O)N([C@H](C)CO)C[C@@H]2C)cc1	1	/
C[C@@H]1CN([C@H](C)CO)C(=O)Cc2cc(NC(=O)CCN3CCOCC3)ccc2O[C@H]1CN(C)Cc1ccncc1	0	-5
COc1ccc(C(=O)C(C)Oc2ccc(NC(=O)c3cccc(OC)c3)cc2)cc1 (configuration not stated)	7	-40
COc1ccc(S(=O)(=O)N(C)C[C@@H]2Oc3c(NC(=O)Nc4cccc5ccccc45)cccc3C(=O)N([C@H](C)CO)C[C@@H]2C)cc1	/	-2
Clc1ccc2nc(NC3=NCN(CCN4CCOCC4)CN3)nc(-c3ccccc3)c2c1	/	-12
CC(=O)NCCCC[C@@H]1NC(=O)[C@H]2C[C@@H](C(=O)NCCCCCCNC(=O)CS)[C@@H](c3ccc(O)cc3)N2C1=O	-10	/
Cc1ccc(NC(=O)CN(c2ccc(Cl)c(C(F)(F)F)c2)S(C)(=O)=O)cc1	-1	-5
O=C(O)C[C@H]1C[C@H]2c3cc(NC(=O)Nc4ccc(F)cc4)ccc3O[C@H]2[C@@H](CO)O1	/	8
C[C@@H]1CCCCO[C@H](CN(C)C(=O)Nc2ccccc2)[C@@H](C)CN([C@@H](C)CO)C(=O)c2cc(NC(=O)C3CCCCC3)ccc2O1	/	-16
C[C@H]1CN([C@@H](C)CO)C(=O)c2cc(NC(=O)Nc3cccc4ccccc34)ccc2O[C@H]1CN(C)Cc1ccc(Cl)c(Cl)c1	1	/
COc1c(CCC(=O)O)c(O[C@@H]2O[C@H](CO)[C@@H](O)[C@H](O)[C@H]2O)cc2occc12	-8	4
Cc1n[nH]c(C)c1C(=O)CC1(O)C(=O)Nc2ccc(Br)cc21 (configuration not stated)	-2	-18
CCCCCCNC(=O)Nc1ccc(S(=O)(=O)Nc2ccc(CCNCC(O)COc3ccc(O)cc3)cc2)cc1 (configuration not stated)	/	-51
C[C@H](CO)N1C[C@H](C)[C@H](CN(C)S(C)(=O)=O)Oc2ccc(NS(=O)(=O)c3ccccc3)cc2C1=O	0	/
CSc1nnc(Cc2ccccc2)c(=O)[nH]1	/	-6
COc1ccc(S(=O)(=O)Nc2ccc3c(c2)C(=O)N([C@@H](C)CO)C[C@@H](C)[C@@H](CN(C)CC2CC2)O3)cc1	/	4
COc1ccc(CN(C)C[C@H]2Oc3c(NC(=O)C4CCOCC4)cccc3C(=O)N([C@@H](C)CO)C[C@@H]2C)cc1	/	-10
C[C@H]1CN([C@@H](C)CO)C(=O)Cc2cc(NS(=O)(=O)c3cccs3)ccc2O[C@@H]1CN(C)C(=O)Nc1ccc(C(F)(F)F)cc1	0	/
CC12CCC(=O)C=C1CCC1(C)C2(C)CCC2(C)C(C(=O)CO)CCC21C (configuration not stated)	8	/
O=C(Cn1cnc2ccccc2c1=O)Nc1ccccc1Cl	-1	-11
C[C@H]1CN([C@@H](C)CO)C(=O)Cc2cc(NC(=O)Cc3ccccc3)ccc2O[C@@H]1CN(C)Cc1ccc(Cl)c(Cl)c1	4	/
CC1CCCC2=CC(OC2=O)C(C)(C)CCC1=O (configuration not stated)	7	16
Cc1noc(C)c1S(=O)(=O)Nc1cccc2c1O[C@H](CN(C)Cc1ccc(Cl)c(Cl)c1)[C@H](C)CN([C@@H](C)CO)C2=O	/	-3
O=C(CC1NCCNC1=O)Nc1ccccc1Cl (configuration not stated)	-3	-7
C[C@@H]1CCCCO[C@H](CN(C)Cc2ccc(Cl)c(Cl)c2)[C@@H](C)CN([C@H](C)CO)C(=O)c2cc(NS(=O)(=O)c3ccccc3)ccc2O1	5	/
C[C@@H]1CN([C@@H](C)CO)C(=O)c2cc(NC(=O)C3CC3)ccc2O[C@H]1CN(C)S(=O)(=O)c1ccc(F)cc1	1	7
C[C@@H]1CN([C@@H](C)CO)C(=O)Cc2cc(NC(=O)Cn3cnnn3)ccc2O[C@@H]1CN(C)Cc1ccncc1	0	/
CC/C=C\C/C=C\C/C=C\C/C=C\C/C=C\C/C=C\CCC(=O)O	1	-4
C[C@@H]1CN([C@H](C)CO)C(=O)c2cccc(NS(=O)(=O)c3cn(C)cn3)c2O[C@@H]1CN(C)Cc1ccc(C(F)(F)F)cc1	/	-6
O=C(CCCN1C(=O)c2ccccc2C1=O)Nc1ccc(Nc2ccccc2)cc1	4	55*
CC1(C)CC(O)CC2(C)OC(=O)C=C12 (configuration not stated)	-4	3
Cc1cccc(CN(C)C[C@@H]2OCc3cnnn3CCCC(=O)N([C@@H](C)CO)C[C@H]2C)c1	0	/
C[C@H]1CN([C@@H](C)CO)S(=O)(=O)c2ccc(C#CCN(C)C)cc2O[C@@H]1CN(C)Cc1ccc2c(c1)OCO2	/	-37
CC(C)(C)C1CCc2c(sc(NC(=O)CSc3n[nH]c(-c4ccco4)n3)c2C#N)C1 (configuration not stated)	1	25
Cc1noc(C)c1S(=O)(=O)Nc1ccc2c(c1)C(=O)N([C@H](C)CO)C[C@H](C)[C@H](CN(C)C(=O)Nc1ccc3c(c1)OCO3)OCCCC[C@H](C)O2	/	4
Cc1cc(Cl)c(S(=O)(=O)Nc2cccc(C(F)(F)F)c2)cc1OCC(N)=O	-1	6
CCOC(=O)c1sc(NC(=O)CSc2nc3c(cc2C#N)CCC3)c(C#N)c1C	0	3
Cc1noc(C)c1NC(=O)Nc1ccc2c(c1)CC(=O)N([C@H](C)CO)C[C@@H](C)[C@H](CN(C)C(=O)Nc1ccc(F)cc1)O2	0	12
C[C@@H]1CCCCO[C@@H](CN(C)S(=O)(=O)c2ccccc2)[C@@H](C)CN([C@@H](C)CO)C(=O)c2cc(NS(C)(=O)=O)ccc2O1	/	-11
Cc1sc2ncnc(SCC(=O)Nc3ccccc3)c2c1-c1ccccc1	-2	-11
COC(=O)c1cc(OC)c(OC)cc1NC(=O)CN1CCOCC1	3	-11
COc1cc(C2Oc3c(OC)cc(CCCO)cc3C2CO)ccc1O[C@H]1O[C@H](C)[C@@H](O)[C@H](O)[C@@H]1O (some centres not stated)	9	31
Cc1[nH]ccc2c1[nH]c1cc(=O)ccc12	5&7	/

Among those listed so far, two have a cyano group.
smiles	STK33 inh	p53 PUMA act
CC(C)(C)C1CCc2c(sc(NC(=O)CSc3n[nH]c(-c4ccco4)n3)c2C#N)C1 (configuration not stated)	1	25
CCOC(=O)c1sc(NC(=O)CSc2nc3c(cc2C#N)CCC3)c(C#N)c1C	0	3

Other compounds:
smiles	STK33 inh	p53 PUMA act
COc1cc2c(cc1O)C1(Cc3ccc4c(c3C1=O)OCO4)N(C)CC2 (configuration not stated)	-3	-9
Clc1ccc(Cn2ncc3c(NCCN4CCOCC4)ncnc32)cc1	1	-3
O=[N+]([O-])c1ccccc1OCC(O)CNC1CCCC1 (configuration not stated)	-3	9
Cc1ccc(C(=O)C2C(=O)C(=O)N(Cc3cccnc3)C2c2cccc(Oc3ccccc3)c2)o1 (configuration not stated)	-1	-10
C[C@H](CO)N1C[C@H](C)[C@@H](CN(C)Cc2ccccc2)Oc2ccc(NS(C)(=O)=O)cc2C1=O	/	-2
COc1cc(C=O)cc2c1[nH]c1ccccc12	3	9
C=CC[C@@]1(C(=O)NCCN2CCOCC2)N=C(c2ccc(OCCCO)cc2)O[C@@H]1c1ccccc1	-5	/
COc1ccc(CN(C)C[C@@H]2OCCCC[C@H](C)Oc3ccc(NC(=O)Nc4c(C)noc4C)cc3C(=O)N([C@@H](C)CO)C[C@@H]2C)cc1	/	9
C[C@@H]1O[C@@H](OC[C@H]2O[C@@H](Oc3ccc(O)cc3)[C@H](O)[C@@H](OC(=O)c3ccc(O)cc3)[C@@H]2O)[C@H](O)[C@H](O)[C@H]1O	1	-2
CC(C)NC(=O)N(C)C[C@H]1Oc2ccc(NC(=O)c3ccncc3)cc2C(=O)N([C@H](C)CO)C[C@H]1C	-1	/
C[C@@H]1CN([C@@H](C)CO)C(=O)Cc2cc(NC(=O)C3CC3)ccc2O[C@@H]1CN(C)S(=O)(=O)c1cn(C)cn1	2	9
CCOC(=O)c1ccc(NC(=O)CSc2nc3sc4c(c3c(=O)[nH]2)CCC4)cc1	6	5
Cc1noc(C)c1S(=O)(=O)N(C)C[C@@H]1Oc2ccc(NS(=O)(=O)c3cccs3)cc2C(=O)N([C@@H](C)CO)C[C@@H]1C	/	-2
C[C@@H]1CN([C@H](C)CO)C(=O)Cc2cc(N(C)C)ccc2O[C@H]1CN(C)S(=O)(=O)c1ccccc1	-1	-9
Cc1noc(C)c1NC(=O)Nc1ccc2c(c1)C(=O)N([C@@H](C)CO)C[C@H](C)[C@@H](CN(C)C(=O)C1CCCCC1)OCCCC[C@@H](C)O2	/	1
Nc1nc(SCC(=O)Nc2ccc(Br)cc2F)n[nH]1	0	10
C[C@@H]1CN([C@@H](C)CO)C(=O)Cc2cc(NS(=O)(=O)c3ccccc3)ccc2O[C@@H]1CN(C)Cc1ccc2c(c1)OCO2	0	-4
COc1ccc2cc(C(=O)Nc3ccc(O)cc3)sc(=O)c2c1OC	/	46
Cc1ccc(OCC(=O)Nc2ccc(Cl)c(-c3nc4ccccc4s3)c2)cc1	0	18
CCCC#Cc1ccc2c(c1)O[C@H](CN(C)Cc1cccnc1)[C@H](C)CN([C@H](C)CO)S2(=O)=O	/	-12
COc1ccc(NC(=O)N(C)C[C@H]2Oc3ccc(N(C)C)cc3C(=O)N([C@@H](C)CO)C[C@H]2C)cc1	0	/
C[C@H](O)C#Cc1ccc2c(c1)O[C@@H](CN(C)C)[C@@H](C)CN([C@H](C)CO)S2(=O)=O	/	1
C[C@H]1CN([C@@H](C)CO)C(=O)c2cccc(NS(=O)(=O)c3ccccc3)c2O[C@@H]1CN(C)C(=O)Nc1ccccc1	/	9
Cc1c(NC(=O)CN(c2cccc(Br)c2)S(C)(=O)=O)cccc1[N+](=O)[O-]	1	1
COc1cc([N+](=O)[O-])ccc1NC(=S)NCc1cccnc1	0	-6
C[C@H]1CN([C@@H](C)CO)C(=O)c2cccc(NS(C)(=O)=O)c2O[C@H]1CN(C)C(=O)Nc1ccccc1	/	-3
Cc1cc([N+](=O)[O-])ccc1NC(=O)CSc1nnc(-c2ccc(Br)cc2)o1	-2	6
C[C@H]1CN([C@@H](C)CO)C(=O)c2cccc(NC(=O)Nc3ccc(C(F)(F)F)cc3)c2O[C@@H]1CN(C)C(=O)Nc1cccc2ccccc12	/	-3
C[C@@H]1CN([C@@H](C)CO)C(=O)c2cc(C#CCN(C)C)cnc2O[C@@H]1CN(C)C(=O)c1ccc2c(c1)OCO2	/	1

4 structures from above, ordered by SMILES length, highest first.
smiles	STK33 inh	p53 PUMA act
COc1ccc(NC(=O)N(C)C[C@H]2Oc3ccc(N(C)C)cc3C(=O)N([C@@H](C)CO)C[C@H]2C)cc1	0	/
CCCC#Cc1ccc2c(c1)O[C@H](CN(C)Cc1cccnc1)[C@H](C)CN([C@H](C)CO)S2(=O)=O	/	-12
Cc1cc([N+](=O)[O-])ccc1NC(=O)CSc1nnc(-c2ccc(Br)cc2)o1	-2	6
Nc1nc(SCC(=O)Nc2ccc(Br)cc2F)n[nH]1	0	10

Compound activity as filed in PubChem BioAssay.
